Pin1 inhibitor – human Pin1 inhibition; Q13526; Pin1 FP peptide displacement, HiFluor488, 10 min; Potency, µM (titrated, usually from 115 µM), for inactives: at the highest dose activity, negative = inhibition, most hits filed as inhibitors; 390,000 tested, 0.009% active; AID 504891; active means well fitted inhibition curve with a large enough effect in the polarisation, with a control signal flat, not every such curve was filed as active; inconclusive means small, poorly fitted or top-dose-only effect, or effect the other way, or a change in a side signal; inactive means no such curve, though single readings can be large or run the other way; the % refers to the polarisation; further: potency means the concentration at half of the fitted maximal effect; on the % scale 0 is the no-effect control and ±100 the full control effect
Target sequence (Q13526 whole entry, looked up): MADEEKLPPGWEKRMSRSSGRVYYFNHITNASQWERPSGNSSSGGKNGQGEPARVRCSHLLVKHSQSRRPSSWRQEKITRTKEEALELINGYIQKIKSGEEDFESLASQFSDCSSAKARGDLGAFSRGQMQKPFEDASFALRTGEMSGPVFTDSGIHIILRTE
JMJD2A Tudor – JMJD2A Tudor domain (human) inhibition; Potency, µM (top dose mostly 114 µM), for inactives: at the top dose activity change, negative = inhibition, usual class: inhibitors; AID 504339; O75164; 390,000 tested, 4.4% active; AlphaScreen JMJD2A-Tudor / H3K4me3 peptide binding; further: potency means the concentration at half of the fitted maximal effect; on the % scale 0 is the no-effect control and ±100 the full control effect; nearly all actives have a fitted effect of over 50% in size
Pol eta inh – blocks human DNA polymerase eta activity. 390,000 tested, 1.2% active. AID 588591. recombinant Pol eta, fluorescent DNA replication assay. Potency, µM (doses to about 114 µM), for inactives: at the top dose activity change, negative = inhibition, most hits filed as inhibitors; further: potency means the concentration at half of the fitted maximal effect; on the % scale 0 is the no-effect control and ±100 the full control effect
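Fluorescent replication assay: 50 nM final substrate added after a 15 min room-temperature compound preincubation with 10 nM enzyme. Signal taken at 0 min and again at 10 min.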
BAZ2B inh – blocks human BAZ2B; Q9UIF8; AlphaScreen BAZ2B-H3K14Ac peptide displacement; Potency, µM (series often up to 114 µM), for inactives: at the top dose activity change, negative = inhibition, usual class: inhibitors; 360,000 tested, 4.4% active; further: potency means the concentration at half of the fitted maximal effect; on the % scale 0 is the no-effect control and ±100 the full control effect; nearly all actives have a fitted effect of over 60% in size
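AlphaScreen displacement of biotin-H3(5-23)K14Ac peptide (50 nM final) from BAZ2B (50 nM final) in PBS pH 7.4, 0.01% Tween-20; complex preformed 30 min RT, then compounds (top 110 uM) 30 min RT, beads 20 min dark.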
PI4K2A inh – PI4K2A (human) kinase inhibition; purified PI4K2A, ADP-Glo luminescence, 1 h; active compounds read low; activity change, negative = inhibition, % at 76.9 µM; 420,000 tested, 0.13% active; in the data active means activity change below about -50%; inconclusive means mostly about -30% to -49%;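 further: -100% = wells without enzyme as full effect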
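In this quantitative HTS, ADP production by PI4K2A was quantified luminescently after 1 h at ambient temperature; 100 microM adenosine served as plate-quality control.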
PGK inhibitor – T. brucei PGK inhibition; PGK/GAPDH coupled, Kinase-Glo luminescence, 60 min; AID 602233; 380,000 tested, 0.043% active; Potency, µM (highest dose often 57.5 µM), for the others: top-dose activity change, negative = inhibition, actives largely listed as inhibitors; P07378; further: potency means the concentration at half of the fitted maximal effect; on the % scale 0 is the no-effect control and ±100 the full control effect; nearly all actives have a fitted effect of over 60% in size
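Recombinant glycosomal PGK reaction used 1,3-bisphosphoglycerate generated in-well by GAPDH (100nM final) in 100mM TEA pH 7.6, 5mM MgCl2, 0.01% Tween-20. After 60 minutes at room temperature, ATP was read by Kinase-Glo Plus luminescence end-point.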
G9a block – G9a (human) methyltransferase inhibition; AID 504332; Potency, µM (doses to about 102 µM), for the others: at the top dose activity, negative = inhibition, usual class: inhibitors; G9a H3K9 monomethylation, AlphaScreen, 2 h; 350,000 tested, 8.8% active; further: potency means the concentration at half of the fitted maximal effect; on the % scale 0 is the no-effect control and ±100 the full control effect; nearly all actives have a fitted effect of over 75% in size
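Enzyme 20 nM + cpd, 15 min RT; add b-H3K9 pep 500 nM / SAM 20 uM; 2 h RT; anti-H3K9me1 Ab 0.5 ug/mL + SA donor / anti-rabbit acceptor beads 20 ug/mL each, 10 min; AlphaScreen read.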
HP1b chromo inh – blocks HP1-beta chromodomain binding to methylated histone tails | P83916 | AlphaScreen HP1-beta / biotin-H3K9me3 peptide binding | Potency, µM (doses to about 114 µM), for the others: at the highest dose activity change, negative = inhibition, hits mostly inhibitors | 390,000 tested, 0.56% active | AID 540317; further: potency means the concentration at half of the fitted maximal effect; nearly all actives have a fitted effect of over 70% in size; inactives centre near 23
Target sequence (P83916 whole entry, looked up): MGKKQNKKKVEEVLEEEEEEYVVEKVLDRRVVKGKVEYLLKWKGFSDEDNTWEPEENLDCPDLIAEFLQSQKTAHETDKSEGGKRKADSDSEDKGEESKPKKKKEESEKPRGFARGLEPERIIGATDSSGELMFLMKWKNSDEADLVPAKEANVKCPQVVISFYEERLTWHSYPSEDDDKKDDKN
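AlphaScreen: HP1-beta (50 nM) preformed 30 min with biotin-H3(1-18)K9me3 peptide (50 nM) in PBS pH 7.4, 0.01% Tween-20. Compound added for 30 min at RT, then streptavidin donor/nickel chelate acceptor beads (10 ug/mL) for 30 min.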
GLS inhibitor – blocks human kidney-isoform glutaminase activity | O94925 | GLS enzymatic activity, qHTS titration | Potency, µM (series often up to 45.5 µM), inactives show at the top dose activity change, negative = inhibition, most hits filed as inhibitors | 410,000 tested, 0.21% active | AID 624170; further: potency means the concentration at half of the fitted maximal effect; on the % scale 0 is the no-effect control and ±100 the full control effect
Target sequence (O94925 whole entry, looked up, canonical isoform): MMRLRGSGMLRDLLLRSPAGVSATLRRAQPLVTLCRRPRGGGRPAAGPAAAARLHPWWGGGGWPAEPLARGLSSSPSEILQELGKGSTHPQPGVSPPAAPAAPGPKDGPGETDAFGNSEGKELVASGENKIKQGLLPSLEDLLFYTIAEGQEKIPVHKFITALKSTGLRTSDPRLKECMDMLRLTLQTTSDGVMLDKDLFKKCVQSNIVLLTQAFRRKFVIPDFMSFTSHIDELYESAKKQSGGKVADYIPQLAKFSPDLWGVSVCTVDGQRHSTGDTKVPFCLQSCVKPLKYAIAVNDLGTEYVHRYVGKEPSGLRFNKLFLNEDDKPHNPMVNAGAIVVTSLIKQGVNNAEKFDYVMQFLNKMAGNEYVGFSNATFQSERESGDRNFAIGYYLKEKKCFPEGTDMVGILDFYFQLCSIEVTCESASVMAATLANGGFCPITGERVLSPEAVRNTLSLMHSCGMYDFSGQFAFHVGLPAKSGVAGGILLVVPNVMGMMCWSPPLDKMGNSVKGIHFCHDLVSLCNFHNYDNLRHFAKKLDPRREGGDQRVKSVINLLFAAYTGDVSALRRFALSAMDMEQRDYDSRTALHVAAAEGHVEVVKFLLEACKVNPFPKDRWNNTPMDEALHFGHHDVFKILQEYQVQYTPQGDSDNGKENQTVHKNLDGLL
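hKGA; 45 mM KH2PO4 pH 8.2 + 0.02% Tween-20; cpd via pin tool; 1 mM Gln soln; GluOx/HRP/Amplex Red; RT 30 min; fluor. t0 & final.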
Starred values were filed as active, the others as inactive; i = inactive; ? = inconclusive; nt = no result given; & = joins results of further samples; [ ] = dose if it differs, or a comment. Unless noted, the call rests on the fitted dose curve; in most records, active means well fitted curve in the direction sought with a large enough effect; inconclusive means small, poorly fitted or top-dose-only effect, or another doubt; inactive means no such curve, though single readings can be large; an effect the other way counts as inactive or inconclusive.

SMILES	Pin1 inhibitor	JMJD2A Tudor	Pol eta inh	BAZ2B inh	PI4K2A inh	PGK inhibitor	G9a block	HP1b chromo inh	GLS inhibitor
Cc1nc(NNC(=O)c2ccc(Cl)cc2Cl)cc(-c2ccccc2)n1	10%	-4%	-7%	-3%	-4	-13%	20%	36%	7%
COc1cccc(C2CC(c3cccs3)=NN2C(=O)CSc2nc3c(cnn3-c3ccc(F)cc3)c(=O)[nH]2)c1OC (stereo not given)	28%	?	1%	-7%	-5	-3%	-26%	29%	0%
COc1ccc(N2C(=O)CC(Cc3ccc(Br)cc3)C2=O)cc1 (stereo not given)	12%	5%	-22%	7%	0	4%	nt	33%	-1%
COc1ccc(Cn2c(-c3ccccc3C)nc3c(c(=O)c4ccccc4n3C)c2=O)cc1	12%	9%	-14%	nt	4	-2%	nt	38%	3%
Cc1ccc(CN(C)CC(=O)Nc2cccc([N+](=O)[O-])c2)o1	-7%	-34%	-2%	?	4	-8%	-40%	8%	-14%
CCOc1ccc(OCCC(=O)N(CC(=O)Nc2ccccc2C(F)(F)F)Cc2ccco2)cc1	-8%	-18%	?	50µM*	-3	-10%	45µM*	6%	-8%
COC(=O)c1sc2nc(C)cc(-c3ccccc3)c2c1N	-7%	57%[activator]	-12%	80%[activator]	-5	i	207%[activator][59 µM]	172%[activator]	1%
O=C1NC(=O)C(CSc2ccccc2)(c2ccccc2)N1 (stereo not given)	-7%	-5%	-11%	nt	4	i	nt	20%[57 µM]	2%
CCC(C(=O)NC1CCCC1)N(C(=O)Cn1nnc(-c2ccc(C)o2)n1)c1ccc(F)cc1 (stereo not given)	12%	-8%	-8%	-1%	-2	-5%	25%	32%	-7%
O=S(=O)(Nc1ccc(-c2cn3c(n2)SCC3)cc1)c1cc(F)ccc1F	nt	nt	-3%	nt	-3	i	nt	nt	13%
Cc1c(C(=O)N/N=C/c2cccnc2)sc(N)c1C#N	?	4%	-9%	-1%	-5	-5%	0%	28%	11%
CC(C)(C)NC(=O)C(c1cccs1)N(Cc1cccs1)C(=O)c1csnn1 (stereo not given)	0%	5%	-23%	8%	-3	5%	nt	32%	0%
COc1ccc(C(=O)N(C)Cc2ccccc2F)cc1S(=O)(=O)N1CCCC1	-8%	-4%	-4%	13%	3	-9%	-5%[59 µM]	40%[activator]	-2%
COc1ccc(-n2c(=S)[nH]c3cc(C(=O)NCc4cccnc4)ccc3c2=O)c(OC)c1	-1%	-24%	-8%	-34%	-2	0%	?	0%	-4%
CCSc1nc2c([nH]c3ccccc32)c(=O)n1C	0%	-9%	-3%	3%	-4	10%	-11%	41%[activator]	-3%
CCOC(=O)c1ccc(S(=O)(=O)NNC(=O)Cc2csc(C)n2)cc1	2%	-11%	-1%	nt	8	-7%	nt	28%	24%
CC1CCC2(CC1)NC(=O)N(CC(=O)NCCc1ccccc1)C2=O (stereo not given)	2%	3%	-2%	nt	4	5%	nt	10%[57 µM]	4%
COc1ccccc1C=Cc1ccnc2ccccc12	-2%	96%[activator]	-20%	nt	0	0%	nt	190%[activator]	-7%
Cc1ccc(/C=C/C(=O)Nc2ccc3nc(N4CCC(C)CC4)cc(C)c3c2)cc1	9%	-30%	-8%	0%	1	-1%	5%[59 µM]	38%	-1%
O=C(Nc1cccc(Cl)c1)c1ccc(F)c(S(=O)(=O)N2CCN(c3ccccn3)CC2)c1	5%	-18%	?	-29%	2	-8%	-6%	19%	-14%
COc1ccc(C2C/C(=N\O)C(C)(C)O2)cc1 (stereo not given)	1%	-21%	-16%	2%	-13	i	-35%	37%	-2%
Cc1ccc(C(=O)NCC(c2ccco2)N2CCOCC2)cc1 (stereo not given)	10%	-1%	?	4%	2	0%	?	24%	-1%
CC(=O)N1CCC2(CC1)C(C#N)=C(N)OC1=C2C(=O)CC(C)(C)C1	-11%	10%	2%	5%	-2	2%	2%[59 µM]	42%[activator]	7%
Cc1ccc(NC(=O)c2cc(S(=O)(=O)N3CCCC(C)C3)cn2C)c(Br)c1 (stereo not given)	7%	-21%	-10%	-1%	0	8%	1%[59 µM]	14%[57 µM]	5%
O=C(Nc1ccccc1)c1csc(-c2ccccc2)n1	-1%	48%[activator]	-13%	40%[activator]	-2	9%	216%[activator]	118%[activator]	7%
Cc1ccc(Oc2nc3ccccn3c(=O)c2/C=C(\C#N)C(=O)NC2CCS(=O)(=O)C2)c(C)c1 (stereo not given)	-1%	-4%	-15%	-20%	-3	-1%	10%	34%	2%
COc1ccc(OC)c(C(=O)CSc2nccc(-c3ccc(Br)cc3)n2)c1	12%	-34%	-1%	1%	-9	nt	36%[59 µM]	14%	4%
Brc1ccc2c(c1)[C@H]1OCC[C@H]1[C@@H](c1cccs1)N2	-7%	1%	-13%	3%	-4	-7%	nt	39%	8%
N#Cc1c(-c2ccco2)cc(-c2ccccc2)[nH]c1=O	?	?	-17%	71µM*	-29	-6%	nt	21%	-16%
COc1ccc(-c2nnc(SCC(=O)NNC(=O)c3ccc(C)cc3)o2)cc1	-5%	4%[57.1 µM]	-2%	-2%	3	-4%	-12%[59 µM]	32%	12%
Cc1cc(NC(=O)c2ccc(Br)o2)cc(-c2nc3ccccc3o2)c1O	25%	-5%	-7%	10%	-3	i	69%[activator][59 µM]	89%[activator]	6%
COc1ccc(S(=O)(=O)c2cc(NS(=O)(=O)c3ccc(Cl)cc3)c(C)c(C)c2O)cc1	-3%	-22%	-7%	-12%	-2	0%	-4%[59 µM]	15%	18%
O=C(COC(=O)COc1cccc(C(F)(F)F)c1)NC(=O)NC1CCCCC1	-9%	-23%	-5%	12%	0	1%	-44%	10%	12%
COc1cc(C(=O)Nc2ccccc2SCc2cc(=O)n3nc(C)sc3n2)cc(OC)c1OC	-5%	?	-11%	-17%	-6	-11%	-25%	-2%	9%
CCC1CCCCN1C(=O)c1nn(-c2ccc(C)cc2)c(=O)c2c1c1ccccc1n2C (stereo not given)	-1%	-2%	nt	nt	2	nt	2%[59 µM]	36%	-11%
Cc1oc2c(CN3CCCCC3C)c(O)ccc2c(=O)c1-c1ccc(Br)cc1 (stereo not given)	2%	-12%	-6%	1%	-6	-7%	6%	21%	2%
CSc1ccccc1C(=O)N1CCN(S(=O)(=O)c2sc(C(=O)O)c(C)c2C(=O)O)CC1	?	?	?	-10%	3	-6%	?	17%	7%
CCCc1[nH]nc2c1C(Cc1ccccc1)C(C#N)=C(N)O2 (stereo not given)	-3%	-10%	14%	8%	-3	-2%	-4%	50%[activator]	2%
COc1ccc(S(=O)(=O)Cc2ccc(C(=O)NCCc3ccc(S(N)(=O)=O)cc3)o2)cc1	-7%	-9%	-21%	11%	5	i	-4%	56%[activator]	-3%
CCc1cc2c(=O)c(-c3nc4ccccc4n3C)c(C)oc2c(CN2CCCCC2)c1O	-7%	-13%	-3%	-4%	-4	-3%	14%	32%[activator]	5%
CCc1nnc(NC(=O)c2cc(-c3ccccc3)nn2-c2ccccc2)s1	11%	-27%	1%	6%	2	-1%	18%[59 µM]	14%	-6%
CCCSc1nnc(NC(=O)c2nc(SC)ncc2Cl)s1	6%	-23%	-8%	-8%	7	i	?	37%[activator]	-1%
CCn1c(CNC(=O)c2ccco2)nnc1SCC(=O)Nc1ccccc1Cl	-4%	4%	-1%	2%	-1	0%	9%	21%	5%
Cc1ccc(-n2c3nc(=O)n(C)c(=O)c-3cc3ccccc32)cc1	1%	-11%	3%	-3%	5	6%	-8%[12.7 µM]	3%	4%
Cc1ccc(NC(=O)CSc2nnc(NC(=O)C(C)C)s2)c(C)c1	-2%	-10%	-18%	-2%	2	-9%	84%[activator]	17%	13%
S=C(Nc1ccccc1)Nn1cnnc1	0%	-26%	-11%	?	2	7%	1.4µM*	-19%	5%
Cc1ccc(S(=O)(=O)NN/C(=N/S(=O)(=O)c2ccccc2)c2ccccc2)cc1	0%	-10%	2%	-19%	-1	i	?	57%[activator]	22%
Cc1ccc(-n2nc(C(=O)N/N=C/c3cccc(C(F)(F)F)c3)c3ccccc3c2=O)cc1C	1%	1%	-18%	-2%	0	-2%	14%[59 µM]	11%	2%

Nothing new here: entries from further up.
SMILES	Pin1 inhibitor	JMJD2A Tudor	Pol eta inh	BAZ2B inh	PI4K2A inh	PGK inhibitor	G9a block	HP1b chromo inh	GLS inhibitor
CCCc1[nH]nc2c1C(Cc1ccccc1)C(C#N)=C(N)O2 (stereo not given)	-3%	-10%	14%	8%	-3	-2%	-4%	50%[activator]	2%
COc1ccc(S(=O)(=O)Cc2ccc(C(=O)NCCc3ccc(S(N)(=O)=O)cc3)o2)cc1	-7%	-9%	-21%	11%	5	i	-4%	56%[activator]	-3%

(continued)
SMILES	Pin1 inhibitor	JMJD2A Tudor	Pol eta inh	BAZ2B inh	PI4K2A inh	PGK inhibitor	G9a block	HP1b chromo inh	GLS inhibitor
CC(C)(C)c1cc(C(=O)NC2CC2)n(Cc2ccc(F)cc2)n1	-5%	-10%	-5%	-2%	0	-6%	10%	10%	7%
N#C/C(=C\Nc1ccc2cn[nH]c2c1)c1nc(-c2ccc(Cl)cc2)cs1	66%[activator]	0%	-25%	12%	-23	7%	123%[activator][59 µM]	26%	-9%
CC(=O)N1CCCC1c1nc2ccccc2n1Cc1cc(C)ccc1C (stereo not given)	-1%	-23%	-3%	?	-1	8%	-13%[59 µM]	28%	-11%
O=C(CC1CC2CCC1C2)N1CCN(S(=O)(=O)c2ccccc2C(F)(F)F)CC1 (stereo not given)	1%	2%	-17%	-3%	-1	-6%	6%[12.7 µM]	47%[activator]	1%
COc1cccc(NC(=O)C2CCCN(S(=O)(=O)c3cccc4nonc34)C2)c1 (stereo not given)	24%&36%	-3%&-1%	7%&5%	-5%&6%	-1&3	-3%&-3%	-35%	-3%&50%	4%&-4%

A portion of the library; rates above refer to the full screens.
